SENP8 block-1: SENP8 (human) protease inhibition; Q96LD8; 0.64% of 360,000 active; AID 602440; inhibition, % at 20 µM; recombinant SENP8, Nedd8 substrate fluorescence; in the data active = inhibition mostly above about 40%, no sharp cut-off; inactive = mostly below about 27%
beta cell repl: induces beta-cell replication in MIN6 cells. MIN6 cells proliferation, ATPlite luminescence, 48 h; cells starved in 0.2% serum; 100% = growth in 10% serum. proliferation, % at 10 µM. 0.29% of 330,000 active. AID 2380;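 active = compounds whose signal lies at least 3.5 SD above the mean of all wells on their plate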;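 note: 0% = DMSO-treated cells in low-serum medium and 100% = 10% serum control; some compounds called inactive have numbers as strong as hits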
SENP7 inh: inhibitors of human SENP7 protease. Q9BQF6. recombinant SENP7, Z-RLRGG-aminoluciferin luminescence, 40 min. inhibition, % at 5 µM. 1.5% of 330,000 active. AID 434973;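 active = inhibition above about 50% at the single test dose, limit read from the data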;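 note: plate controls were DMSO with enzyme for no effect and no enzyme buffer wells for full effect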
SENP8 block-2: SENP8 protease inhibition | inhibition, % at 10 µM | purified SENP8, Z-RLRGG-aminoluciferin cleavage, luminescence | 1.2% of 330,000 active | Q96LD8 | AID 2540; in the data active = inhibition above about 50%
SENP6 block: SENP6 protease inhibition. Q9GZR1. Recombinant SENP6 catalytic domain, aminoluciferin luminescence. inhibition, % at 10 µM. 1.8% of 330,000 active;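 active = inhibition above about 50% at the single tested dose, limit read from the data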;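 note: plate controls were DMSO wells with enzyme for no effect and DMSO wells lacking enzyme for full effect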
HKDC1 inhibitor: inhibitors of human hexokinase HKDC1. Q2TB90. recombinant HKDC1, G6PDH/diaphorase resazurin coupled fluorescence. inhibition, % at 20 µM. 0.16% of 340,000 active. AID 493160;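 active = inhibition above about 35% when tested at 20 µM, limit read from the data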;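 note: plate controls were DMSO wells with enzyme for no effect and DMSO wells lacking enzyme for full effect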
Target sequence (Q2TB90 whole entry, looked up): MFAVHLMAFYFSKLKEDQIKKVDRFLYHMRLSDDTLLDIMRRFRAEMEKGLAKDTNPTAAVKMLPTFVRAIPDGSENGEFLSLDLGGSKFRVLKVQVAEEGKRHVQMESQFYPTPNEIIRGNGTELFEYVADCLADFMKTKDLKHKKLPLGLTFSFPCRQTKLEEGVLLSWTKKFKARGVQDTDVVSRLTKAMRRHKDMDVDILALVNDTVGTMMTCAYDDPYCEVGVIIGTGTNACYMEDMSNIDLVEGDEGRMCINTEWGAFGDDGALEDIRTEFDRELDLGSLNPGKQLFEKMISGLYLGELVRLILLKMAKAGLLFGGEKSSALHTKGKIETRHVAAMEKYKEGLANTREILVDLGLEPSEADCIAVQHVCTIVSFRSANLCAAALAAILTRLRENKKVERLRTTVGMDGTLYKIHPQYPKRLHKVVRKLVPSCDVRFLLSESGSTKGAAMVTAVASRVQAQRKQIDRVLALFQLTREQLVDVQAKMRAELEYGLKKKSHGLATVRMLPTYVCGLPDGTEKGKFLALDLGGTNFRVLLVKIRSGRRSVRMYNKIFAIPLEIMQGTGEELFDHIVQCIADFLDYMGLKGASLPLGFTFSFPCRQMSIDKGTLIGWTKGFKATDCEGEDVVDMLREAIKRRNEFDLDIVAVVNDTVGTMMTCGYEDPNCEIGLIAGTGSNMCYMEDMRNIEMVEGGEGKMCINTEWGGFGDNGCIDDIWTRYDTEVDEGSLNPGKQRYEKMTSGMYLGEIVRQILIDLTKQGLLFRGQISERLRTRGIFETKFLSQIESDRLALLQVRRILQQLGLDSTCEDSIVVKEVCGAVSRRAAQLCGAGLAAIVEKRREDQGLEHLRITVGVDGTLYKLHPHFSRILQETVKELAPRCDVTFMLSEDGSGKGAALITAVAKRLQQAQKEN
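Test system: Recombinant HKDC1 (HK5) hexokinase enzyme, produced in-house | Input: HKDC1 at 5 µg/mL | Buffer or medium: Tris pH 8.0 buffer with MgCl2, Tween-20, BSA, BME | Schedule: 90 min reaction incubation at room temperature, dark | Technique: Resazurin-to-resorufin fluorescence via G6PDH and diaphorase coupling, 525/613 nm | Controls: DMSO wells with and without enzyme mix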
SENP1 inh: SENP1 (human) catalytic domain inhibition. AID 624204. recombinant SENP1 catalytic domain, CyPet-SUMO1-YPet FRET cleavage. inhibition, % at 10 µM. 0.21% of 360,000 active. Q9P0U3;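 active = inhibition at least 30% at 10 µM, raw YFP signal under a set limit, fluorescence ratio 0.5 to 1.5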;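 note: 0% = enzyme with DMSO and 100% = no enzyme wells; some results filed as inactive read as strong as hits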
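Controls: no-enzyme wells low, DMSO-plus-enzyme wells high control. Test system: human recombinant His6-tagged SENP1 catalytic domain enzyme. Reagent: SFCypet-SUMO1-SFYpet FRET protein substrate, 25 nM final. Doses: one dose per compound, 10 µM, 0.5% DMSO. Detection: FRET, CFP and YFP emission. Timing: 50 min reaction at room temperature.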
UBC13 inh: blocks human UBC13 polyubiquitin chain formation; AID 485273; TR-FRET; inhibition, % at 20 µM; 0.47% of 330,000 active; P61088; in the data active = inhibition above about 45%, passing the limit was not always enough
Target sequence (P61088 whole entry, looked up): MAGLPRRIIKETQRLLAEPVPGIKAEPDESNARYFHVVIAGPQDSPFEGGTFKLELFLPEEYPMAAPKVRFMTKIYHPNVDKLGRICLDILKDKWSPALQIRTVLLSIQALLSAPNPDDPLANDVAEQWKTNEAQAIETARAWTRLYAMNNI
PfG6PD inh: PfG6PD (Plasmodium falciparum) enzyme inhibition | PfGluPho enzyme, NADPH resazurin-diaphorase fluorescence | inhibition, % at 20 µM | 0.78% of 350,000 active | AID 504690;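 active = inhibition reaching at least a set limit at 20 µM in the primary screen, cut at about 59% in these data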;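 note: 0% = DMSO wells with substrate and 100% = DMSO wells lacking glucose-6-phosphate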
Numbers without * were called inactive; x = no result given.

mol,beta cell repl,SENP6 block,PfG6PD inh,HKDC1 inhibitor,SENP8 block-2,UBC13 inh,SENP1 inh,SENP7 inh,SENP8 block-1
CS(=O)(=O)Nc1ccccc1C(=O)NCc1ccccc1Cl,-2,13,-5,-6,1,28,-3,-7,-27
O=C(c1cc(COc2c(F)cccc2F)on1)N1CCN(C2CCCCC2)C(=O)C1,1,-8,9,-3,-2,0,4,-5,6
Cc1ccc(S(=O)(=O)N(C)CCCC(=O)Nc2ccncc2)cc1,2,-8,-7,0,5,7,1,-2,5
CN(CC(=O)NCc1cccs1)CC(=O)Nc1ccc(F)c(F)c1F,1,-8,6,-2,-4,11,-1,-1,4
Cc1c2cnn(CC(=O)NCCCN3CCCCC3C)c(=O)c2c(C)n1Cc1ccccc1 (stereo not drawn),3,5,-1,-6,2,29,-79,-1,-19
O=C1C(=O)c2c(ccc3ccccc23)-c2ccccc21,x,x,62*,33,x,x,-2,x,99*
O=C(N/N=C/c1cccs1)c1ccc(-n2cccc2)cc1,-1,-20,5,-3,-16,-15,-3,6,-38
CCc1noc(C)c1C(=O)Nc1nc(-c2cccs2)cs1,-3,7,17,-1,2,-9,-3,1,-6
NS(=O)(=O)c1cccc(NC(=S)NC(=O)c2cccc([N+](=O)[O-])c2)c1,-5,-2,6,-1,1,-6,3,-11,16
O=S1(=O)N=C(N/N=C/c2ccco2)c2ccccc21,3,-22,0,-14,0,-18,3,-9,17
CN(CC(=O)Nc1ccccc1Br)C(=O)CNC(=O)c1cccs1,3,1,-3,-6,-6,9,2,-2,14
CC(C)Cn1c(N)c(C(=O)COC(=O)c2ccc(F)cc2)c(=O)n(C)c1=O,-1,-13,12,7,-7,-11,-11,-8,-3
O=C(O)c1cn(-c2ccc(F)c(F)c2)c2c(F)c(F)c(F)c(F)c2c1=O,-4,-14,-5,-7,4,2,2,3,4
CNC(=O)CSc1nc2ccccc2c(=O)n1-c1cc(OC)ccc1OC,-2,0,9,-2,3,-3,-1,2,24
COc1cc(OC)c(OC)cc1/C=N/NC(=O)c1ccc(=O)n(C)c1,-1,3,-3,-6,10,-11,-5,11,-337
COc1cccc(-c2nc(-c3ccc(Br)o3)no2)c1,-4,85*,-6,8,72*,-7,0,84*,10
COc1ccc(-c2nc(CN3CCN(Cc4cccc(Cl)c4)CC3)c(C)o2)cc1,-4,31,10,-1,10,5,-5,0,-20
COC(=O)C1=C(C)NC(=O)CC1c1ccc(C(=O)OC)cc1 (stereo not drawn),0,-2,-10,-8,6,-1,2,5,13
Cc1ccc(-c2ccc(/C=N/NC(=O)CN3CCOCC3)o2)cc1[N+](=O)[O-],-1,28,19,6,14,-57,-3,12,5
O=C(CNc1ccc(Br)cc1)Nc1cccc(S(=O)(=O)N2CCCC2)c1,-1,2,12,6,6,5,1,0,18
CCCn1c(SCC(=O)Nc2cc(S(=O)(=O)N3CCOCC3)ccc2OC)n[nH]c1=O,0,0,36,-10,-4,-14,-1,6,-1
O=C(NNS(=O)(=O)c1cc(Cl)cc(Cl)c1)c1sccc1-n1cccc1,1,6,11,4,6,-7,-3,4,33
O=S(=O)(c1ccccc1)c1nnn2c1nc(NC1CCN(Cc3ccccc3)CC1)c1ccccc12,-8,12,0,-10,-3,25,-8,1,-359
O=C1C2C3c4ccccc4C(c4ccccc43)C2C(=O)N1Cc1ccco1 (stereo not drawn),-1,1,-2,5,4,-1,-1,4,13
O=C(CNC(=O)c1ccc(-c2ccccc2)cc1)Nc1cccc(CO)c1,0,-17,8,2,1,20,0,10,0
COc1ccc(N=Nc2ccc(O)c3ncccc23)cc1,-6,-11,-24,-38,-17,-148,2,-7,28
COCc1cc(=O)[nH]c(/N=C(\N)Nc2ccc(Oc3ccccc3)cc2)n1,1,7,4,2,5,11,2,-3,17
Cc1ccc(C)n1-c1nccc(-c2ccco2)n1,-4,-4,2,5,1,14,-56,-4,-418
O=C1CNC(=O)/C1=C\N1CCCCC1,-1,2,-11,-9,-1,-2,-1,3,5
COc1cccc2cc(/C(=N/O)c3ccccc3)oc12,-2,-4,0,-6,-10,18,1,3,11
Cc1noc(C)c1COc1ccc(C(=O)OCC(=O)Nc2c(C)n(C)n(-c3ccccc3)c2=O)cc1,-2,-13,-5,-5,-10,-4,2,-7,10
CCOC(=O)CC(=O)CSc1ncnc2c1nnn2-c1ccc(F)cc1,0,-4,-2,-5,-11,-3,-4,2,2
CCCCCCCC[n+]1cccc(C(=O)N2c3c(nc(N)[nH]c3=O)NC(C)C2C)c1 (stereo not drawn),-4,-5,1,-9,-11,-6,3,-11,0
O=C(NCc1ccncc1)C(=O)NCc1ccco1,0,-11,9,-9,-1,3,1,7,15
CCCCn1c(N)c(N(CC(C)C)C(=O)c2ccc(-c3ccc([N+](=O)[O-])cc3)o2)c(=O)[nH]c1=O,-2,-5,-34,-1,-8,-19,5,7,-14
COc1ccc(CC2(C)OC(c3ccc(C)c([N+](=O)[O-])c3)=NN2C(C)=O)cc1 (stereo not drawn),0,0,-16,2,1,5,-2,2,9
O=C(CSc1nc2ccccc2o1)Nc1ccc(Cl)cc1,-3,5,7,6,9,4,1,-3,10
O=C(O)C1CCCN(C(=O)c2cccc3ccccc23)C1 (stereo not drawn),-1,-34,-26,-4,-7,2,0,-4,7
CCOC(=O)c1ccccc1N1C(=O)C2Sc3[nH]c(=O)sc3C(/C=C/c3ccccc3)C2C1=O (stereo not drawn),-2,13,14,1,5,-10,11,6,-8
CCc1ccccc1NC(=O)C1CCCN(c2ncnc3onc(-c4ccc(F)cc4)c23)C1 (stereo not drawn),-3,-20,4,-6,-7,-4,2,16,-3
Cc1c(Cl)cnc(NC(=O)COC(=O)CNC(=O)c2ccccc2)c1Cl,-1,2,-9,1,-1,-9,-1,5,-15
CC1CC1C(=O)OCC(=O)Nc1cccc([N+](=O)[O-])c1 (stereo not drawn),1,26,23,-10,6,1,0,9,25
CCC(c1ccc(O)c(O)c1)C(CC)c1ccc(O)c(O)c1 (stereo not drawn),x,x,78*,6,x,x,-6,x,13
CCOC(=O)C1CCN(C(=O)C2CCN(S(=O)(=O)c3ccc4c(c3)CC(C)N4C(C)=O)CC2)CC1 (stereo not drawn),0,-24,-8,-6,-11,-7,-4,-9,13
COc1ccc(CCNC(=O)Cc2cc(OC)c(OC)cc2Br)cc1OC,-2,-18,-5,-4,4,-7,1,1,5
Cn1c(N)cc(=O)n(Cc2ccccc2)c1=O,7,-2,-1,-4,0,-1,2,1,20
CC(C)C1Oc2ccccc2N(CC(=O)NC2CCCCC2)C1=O (stereo not drawn),-4,-6,7,-3,3,8,-2,3,12
CCn1cc(C(=O)O)c(=O)c2cc(F)c(N3CCN(S(=O)(=O)c4ccc(NC(C)=O)cc4)CC3)cc21,2,21,-1,-6,6,24,1,3,-404
COc1ccc(C(=O)NC(=S)Nc2ccc(N3CCOCC3)cc2)cc1Cl,-4,1,19,6,-1,-2,4,7,11
CC(=O)N(Cc1cccnc1)c1cccc(-c2nc3ccccc3s2)c1,-1,-5,-16,3,-4,-1,0,4,-4
O=C(O)COc1ccc(Br)cc1CP(=O)(c1ccccc1)c1ccccc1,2,-4,-15,-1,-9,21,1,-17,22
CC1CN(C(=O)COC(=O)c2ccc(NC(=O)CC#N)cc2)CC(C)O1 (stereo not drawn),-4,2,-2,4,0,-2,-8,3,-4
CCc1nnc(NC(=O)c2ccc(C)o2)s1,1,-18,6,-4,-15,-7,2,6,3
CSc1ccc(NC(=O)/C=C/C(=O)O)cc1,-2,-13,-19,0,-6,-2,3,0,26
O=C(NCCN1CCOCC1)c1cc(-c2ccc(F)cc2)on1,0,6,-8,3,-7,3,0,9,16
CC(C)[C@H](NC(=O)c1ccc(Cl)c([N+](=O)[O-])c1)C(=O)NCc1ccc(Cl)cc1Cl,0,-22,-6,-6,-5,-4,1,5,15
Cc1nn(-c2ccccc2)c(N2CCCC2)c1/C=N/NC(=O)c1cc(-c2cccs2)nc2ccccc12,-4,-8,2,10,-6,-5,2,-12,-206
O=C(CNC(=O)N1CC(=O)Nc2ccccc21)Nc1cc(Cl)ccc1Cl,0,-7,-6,5,1,4,1,3,4
Cc1ccc(Cl)cc1N1CCN(C(=O)C2(S(=O)(=O)c3ccc(Cl)cc3)CC2)CC1,-6,1,10,2,-3,8,2,4,15
COc1ccc(C(=O)Nc2ccccc2C(=O)O)cc1NC(=O)C(c1ccccc1)c1ccccc1,-4,8,15,2,6,0,3,-1,2

An excerpt from above in order of SMILES length, rising.
mol,beta cell repl,SENP6 block,PfG6PD inh,HKDC1 inhibitor,SENP8 block-2,UBC13 inh,SENP1 inh,SENP7 inh,SENP8 block-1
Cn1c(N)cc(=O)n(Cc2ccccc2)c1=O,7,-2,-1,-4,0,-1,2,1,20
Cc1nn(-c2ccccc2)c(N2CCCC2)c1/C=N/NC(=O)c1cc(-c2cccs2)nc2ccccc12,-4,-8,2,10,-6,-5,2,-12,-206
CC(C)[C@H](NC(=O)c1ccc(Cl)c([N+](=O)[O-])c1)C(=O)NCc1ccc(Cl)cc1Cl,0,-22,-6,-6,-5,-4,1,5,15

Continuation:
mol,beta cell repl,SENP6 block,PfG6PD inh,HKDC1 inhibitor,SENP8 block-2,UBC13 inh,SENP1 inh,SENP7 inh,SENP8 block-1
CN1CCN(S(=O)(=O)c2ccc(NC(=S)NC(=O)c3ccc(Cl)cc3)cc2)CC1,x,x,42,1,x,x,-1,x,16
CCOC(=O)C1=C(N)OC2=C(C(=O)CC(C)(C)C2)C1C1CCCCC1 (stereo not drawn),-2,-32,5,3,-3,4,-4,6,14
NC(=O)[C@@H]1CCCN1Cc1nc(-c2cccs2)no1,-4,-2,5,-3,1,12,1,-3,34
CC(=O)N(CCc1ccccc1C)Cc1cc2ccc(C)cc2[nH]c1=O,-1,-38,-2,11,-1,4,0,1,-26
CN(CCOc1ccccc1)c1ccc(S(=O)(=O)N2CCCCC2)cn1,-3,9,10,3,-5,0,2,-12,-110
CC(=O)Nc1ccc(S(=O)(=O)N2CCN(C(=O)C3COc4ccccc4O3)CC2)cc1 (stereo not drawn),1,8,1,-2,4,-2,2,-3,7
CCCn1c(O)c(N=NC(=O)CNC(=O)c2cccnc2)c2ccccc21,-3,-11,2,-7,-7,-24,1,-11,18
COCCNC(=S)N1CCCC(CO)C1 (stereo not drawn),0,-13,1,1,2,0,2,2,-1
C[C@@H](C(=O)Nc1nc(-c2ccccn2)cs1)N1C(=O)C2CCCCC2C1=O (stereo partly drawn),-2,-4,51,3,5,-12,-4,0,12
CN(C)c1ccc(CN(C(=O)c2cc3ccccc3oc2=O)C2CCS(=O)(=O)C2)cc1 (stereo not drawn),-1,21,-6,1,7,-5,0,-3,7

Screening data from PubChem BioAssay.

No enrichment for hits; overall some 4% were active at least once.
